ALOX12 inh – inhibitors of human 12S-lipoxygenase ALOX12 | purified 12hLO, xylenol orange hydroperoxide absorbance | P18054 | 580,000 tested, 1.1% active | Potency, µM (highest dose often 108 µM), for the others: at the top dose activity change, negative = inhibition, most hits filed as inhibitors; active = well fitted inhibition curve with a large enough effect; inconclusive = small, poorly fitted or top-dose-only effect, or another doubt; inactive = no such curve, though single readings can be large or run the other way
Target sequence (P18054 whole entry, looked up): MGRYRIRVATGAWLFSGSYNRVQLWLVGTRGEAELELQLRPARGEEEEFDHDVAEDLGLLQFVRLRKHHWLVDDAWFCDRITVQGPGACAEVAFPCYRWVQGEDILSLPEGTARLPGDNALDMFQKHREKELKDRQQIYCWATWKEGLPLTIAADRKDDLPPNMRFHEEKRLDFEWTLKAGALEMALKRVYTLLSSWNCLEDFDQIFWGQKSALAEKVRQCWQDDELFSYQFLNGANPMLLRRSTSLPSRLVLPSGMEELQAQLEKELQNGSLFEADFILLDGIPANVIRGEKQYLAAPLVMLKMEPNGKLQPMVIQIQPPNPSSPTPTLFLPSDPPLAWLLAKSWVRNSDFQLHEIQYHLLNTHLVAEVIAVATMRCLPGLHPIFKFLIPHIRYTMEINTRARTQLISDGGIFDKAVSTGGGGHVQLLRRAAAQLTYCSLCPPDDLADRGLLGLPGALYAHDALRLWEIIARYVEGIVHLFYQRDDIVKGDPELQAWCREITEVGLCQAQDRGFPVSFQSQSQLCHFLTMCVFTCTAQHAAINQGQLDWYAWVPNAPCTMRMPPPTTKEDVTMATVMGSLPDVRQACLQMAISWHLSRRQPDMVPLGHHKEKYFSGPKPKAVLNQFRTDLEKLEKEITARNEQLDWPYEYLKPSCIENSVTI
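Purified human 12hLO (150 nM final) in 25 mM Hepes, 0.01% Triton X-100, pH 7.0 was preincubated 15 min at room temperature with compound. Then 40 uM arachidonic acid was added, 30 min. Hydroperoxide was read by Fe-XO absorbance ratio 573/405 nm.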
Starred values were filed as active, the others as inactive; ? = inconclusive; [ ] = remark or other dose. % is set by controls: 0 for no effect and ±100 for the full control effect; potency is the fitted concentration of half-maximal effect. These rows are one share of the data; rates above refer to the full screens.

SMILES	ALOX12 inh
CC[C@H]1CN(C(=O)c2ccccc2)CC[C@H]1CC(=O)NCc1ccc(F)cc1	55.7%[activator][176 µM]
O=C1NC[C@H](CCCCN2C[C@H](Cc3ccccc3)N(CCc3ccc(O)cc3)C(=O)C2=O)N(CCc2ccc(O)cc2)C1=O	-3.6%
Cn1c(=O)[nH]c(=O)c2c1nc(Sc1ccccc1)n2Cc1ccccc1Cl	6.0%
O=C(c1cc(F)ccc1Cl)N1CCC2(CC1)CC(O)CCO2 (configuration not stated)	32.5%[activator]
N#Cc1c(NC(=O)c2ccnn2C(F)F)sc2c1CCC2	?
Cc1noc(C2CC3(CCN(C(=O)c4cccs4)CC3)CN2C)n1 (configuration not stated)	12.9%
COc1cc(OC)cc(OCc2nc3c(n2Cc2ccccc2)C(=O)N(Cc2cccc(Cl)c2)CCN3)c1	46.9%[activator]
COc1ccc(NC(=O)c2sc3nc4c(c(-c5ccco5)c3c2N)CCCCC4)cc1	1.4%
Cn1cccc1CN1CCCC(C(=O)NCc2ccccc2)CCNC(=O)CC1 (configuration not stated)	47.5%[activator]
N#CC(Cc1cccnc1)C(=O)Nc1ccc(F)cc1 (configuration not stated)	17.2%
O=C(COC(=O)C12CC3CC(CC(Cl)(C3)C1)C2)Nc1cccc([N+](=O)[O-])c1	?
CC(=O)c1cccc(NC(=O)C2(c3ccc(Br)cc3)CCCC2)c1	-25.0%

A different layout for 2 compounds above.
Compound,ALOX12 inh
Cn1c(=O)[nH]c(=O)c2c1nc(Sc1ccccc1)n2Cc1ccccc1Cl,6.0%
O=C(c1cc(F)ccc1Cl)N1CCC2(CC1)CC(O)CCO2 (configuration not stated),32.5%[activator]

Later entries:
SMILES	ALOX12 inh
O=C(c1ncccc1F)N1CCCn2ccnc2C1c1ccccc1 (configuration not stated)	60.4%[activator]
CCn1c(SCC(=O)Nc2ccc(C(C)=O)cc2)nc2c(-c3ccccc3)csc2c1=O	-31.8%
Cc1oc(-c2ccccc2)nc1Cn1ccn2nc3c(c2c1=O)CCCC3	-1.4%
Cc1ccc(SCCNC(=O)CC2C=CCC2)cc1C (configuration not stated)	-28.2%
CCOc1ccccc1NC(=O)N1CCC(OC2CCN(S(C)(=O)=O)CC2)CC1	42.7%
Oc1cccc(-c2cc(C[C@@H]3CC[C@H](O)[C@@H](CNC4CCC4)O3)no2)c1	12.1%[176 µM]
Cc1cccc(-c2noc(CN3CCC(c4ccn[nH]4)CC3)n2)c1	-4.5%
N=C(N)n1ncc2c1CCCC2=O	31.0%[activator]
COc1ccc(Cl)cc1C(=O)NCc1ccc(-c2nc3ncccc3o2)cc1	12.0%
COc1ccc(C(=O)N2CCCn3nc(C)c(-c4ccccc4-c4ccccc4)c32)cn1	30.6%[176 µM]
O=C(CCNC(=O)c1ccsc1)Nc1cccnc1N1CCCC1	-2.1%
O=C1NCCOCCCN(C(=O)NCCc2ccccc2)[C@H]2CCCC[C@@H]12	-9.9%
COCc1cn(-c2nc3ccccc3s2)nn1	-0.3%
CSc1ccc(COC(=O)Cc2c[nH]c3ccccc23)cc1	?
O=C(NC1CC1)c1c[nH]c2cccnc12	-23.3%[12.5 µM]
CC1(c2nc3ccccc3[nH]2)CCCC2=Nc3ccccc3CN21 (configuration not stated)	5.0%
C=C(C)COc1ccc2c(=O)c(-c3ccccc3OC)coc2c1	-21.6%
Cc1ccccc1NC(=O)COC(=O)c1ccc2ccccc2n1	4.7%
CCc1oc2ccccc2c1C(=O)c1cc(I)c(O)c(I)c1	12.8µM*
COC(=O)C1=C(C)N(Cc2ccccc2)C(=S)NC1c1ccc(-c2ccccc2)cc1 (configuration not stated)	22.4µM*
Cc1ccccc1OCC(=N)N	?
O=C1Nc2ccccc2CN(Cc2ccccc2)C12CCNCC2	?
CCc1ccc(CN2CCOC(Cc3ccc(OC)cc3)C2)o1 (configuration not stated)	0.5%
O=C(N[C@@H]1CN(C2CCSCC2)C[C@H]1CO)c1cccnc1	46.9%[activator]

Another view of part of the listing above:
ALOX12 inh	SMILES
?	Cc1ccccc1OCC(=N)N
12.8µM*	CCc1oc2ccccc2c1C(=O)c1cc(I)c(O)c(I)c1
0.5%	CCc1ccc(CN2CCOC(Cc3ccc(OC)cc3)C2)o1 (configuration not stated)
-0.3%	COCc1cn(-c2nc3ccccc3s2)nn1
?	CSc1ccc(COC(=O)Cc2c[nH]c3ccccc23)cc1
?	O=C1Nc2ccccc2CN(Cc2ccccc2)C12CCNCC2
4.7%	Cc1ccccc1NC(=O)COC(=O)c1ccc2ccccc2n1

Additional compounds follow.
SMILES	ALOX12 inh
COCCNC(=O)[C@@H]1C[C@H](Oc2ccccc2)CN1C(=O)c1cnc(C)cn1	18.8%
COc1ccc(C(=O)N2CCCOCCNC(=O)CC2)cc1	11.3%
NCc1ccc(-c2ccccn2)cc1	?
CCOCCn1nc(C)cc1C(=O)N[C@H](c1ccccn1)C1CC(O)C1 (some centres not stated)	73.1%[activator]
CN(Cc1cnc2ccccn12)C1CCN(c2cccc(NC(=O)c3cccnc3)c2)CC1	13.0%
CCOC(=O)C1=C(C)Nc2nc(SCc3ccccc3)nn2C1c1cccs1 (configuration not stated)	10.9%
COc1ccc(C(=O)N2CCN(C(=O)CS(=O)(=O)c3ccccc3)C[C@@H]2C(=O)N[C@H]2CCCNC2=O)cc1	5.5%
COC(=O)N1C[C@H](OCCCOCc2ccccc2)[C@H]2C[C@@H]1c1ccccc1O2	0.2%
NC(=O)[C@H](Cc1cccs1)NC(=O)[C@@H]1C[C@@H](NS(=O)(=O)c2cccs2)CCN1C(=O)COCC(=O)O	5.9%
C[C@H]1[C@@H]2[C@@H](O)[C@H]([C@H](C)C(=O)N3CCCC3)CC[C@@]2(C)CC[C@@H]1NC(=O)c1cncnc1	-5.6%[176 µM]
COc1cccc(CN2CC3(CCN(C)CC3)c3c(n(C)c4cc(OC)ccc34)[C@H]2CO)c1	?
Cc1ccc2oc(C(=O)Nc3cccc(Oc4ccccc4)c3)cc(=O)c2c1	5.3%
CNc1ccnc(-c2cccc(NS(C)(=O)=O)c2)n1	-21.5%
C[C@@H](NC(=O)c1nc2ccccc2[nH]1)c1onc(-c2ccc(F)cc2)c1C(=O)O	-7.0%[176 µM]
O=C1NC(=NC2CCCC2)C2(CCCN(Cc3ccccc3)C2)N1c1cccnc1 (configuration not stated)	7.0%[6.33 µM]
CCn1nc(C(=O)Nc2ncc(C)s2)c2ccccc2c1=O	-12.7%
O=C(CC1SCCNC1=O)Nc1ccc(F)cc1 (configuration not stated)	-2.4%
O=C1Nc2ccccc2CC12CCN2[S+](=O)([O-])c1cccc(C(F)(F)F)c1 (configuration not stated)	52.3%[activator]
O=C(N[C@H]1CCN2C(=O)c3cc(-c4ccsc4)ccc3NC(=O)[C@@H]2C1)c1cccs1	-35.9%
COC(=O)[C@@]12C[C@@H](CC(=O)NCCCCc3ccccc3)C(=O)N(Cc3ccco3)C1=CCC(C)(C)C2	-24.8%
COc1ccc(CN2C(=O)[C@@H]3C[C@@H](O)CN3C3(CN(C(C)C)C3)C2=O)cc1	7.1%[176 µM]
Cc1ccc(-c2nc(CSc3n[nH]c(N)n3)no2)cc1	0.7%
CCCn1nc(C(=O)Nc2ccc(S(=O)(=O)NC)cc2)c2ccccc2c1=O	-1.8%
Cc1ccccc1CCNC(=O)c1ccc2c(c1)CCCC2	?
CS(=O)(=O)N[C@@H]1[C@@H](NC(=O)c2ccc(Cn3ccnc3)o2)[C@H]2CCO[C@H]21	45.4%[activator]
Cc1c(CC(=O)NCCc2ccc(F)cc2)c(=O)oc2cc(O)ccc12	0.5%
OCCOC1CCCc2oc(-c3ccccc3)c(C#CC3(O)CCCCC3)c21 (configuration not stated)	?
COCCn1c(C(=O)NCc2ccccn2)nc2ccccc2c1=O	49.5%[activator]
O=C(NCc1c[nH]c2ncccc12)c1cccc2[nH]ccc12	2.8%[176 µM]
Fc1ccc(-c2cnc3n2C[C@H](CNCc2ccccc2Cl)OC3)cc1	0.0%[176 µM]
COc1ccc(CC(=O)Nc2nc3c(s2)C[C@@H]2[C@](C)(CO)[C@H](O)CC[C@@]2(C)[C@@H]3CC(=O)NCCNC(C)=O)cc1	31.8%
CCCc1nnc([C@H]2CCN(Cc3ccc(NC(C)=O)cc3)C2)o1	-5.0%[176 µM]
COc1cccc(CNC(=O)c2sc(-c3ccc(OC)c(OC)c3)nc2C)c1	9.4%
CN(CC1CCOCC1)C(=O)c1ccsc1	32.6%
CC(C)NC(=O)N1[C@@H]2CN(C(=O)c3ccc(F)cc3)c3ccccc3[C@@H]2[C@@H]1CO	0.7%
CN(Cc1ccc(-c2ccc(Cl)cc2)o1)C(=O)CNC(=O)c1ccccc1	?
COc1ccc2cc(C3CN(C(=O)CCc4n[nH]c(C)n4)CCO3)ccc2c1 (configuration not stated)	18.9%
Cc1nc(-c2ccc(Cl)cc2)sc1C(=O)N1CCCC(C(=O)O)C1 (configuration not stated)	-4.7%
CN1CCN(c2ccc(NC(=O)c3cnc4ccccc4n3)cc2)CC1	33.8%[activator]
CC(=O)NC[C@@H]1C=C(C)[C@H](Cc2nc3ccc(C)cc3[nH]2)C[C@H]1C(C)C	25.9%[176 µM]
CC(=O)N1CC2(Cc3ccccc31)CN([S+](=O)([O-])c1c(C)noc1C)C2	29.0%
O=C(C1CC1)N1CCn2c(nnc2-c2ccccc2)C1	20.4%[176 µM]
Cc1cnn(CCC(=O)N2C[C@@H](CO)[C@H](c3ccccn3)C2)c1	15.1%
COC(=O)/C=C/c1ccc(OCc2ccc(Br)cc2)c(OC)c1	?
COc1ccc2cc1Oc1ccc(cc1)CC1c3cc(c(OC)cc3CCN1C)Oc1c(OC)c(OC)c(OC)c3c1C(C2)N(C)CC3 (configuration not stated)	-24.0%[57.4 µM]
CNC(=O)c1ccc(CNC(=O)Cc2cn(C)c3ccccc23)cc1	1.6%
CC(NC(=O)CSc1ccc(Br)c2cccc(Cl)c12)c1ccccc1 (configuration not stated)	4.8%
COc1cccc(O)c1CN1CCC2(CC1)c1ccccc1[C@@H](NC(=O)c1ccsc1)[C@@H]2OC	11.0%
CCCCNc1nc2c(c(=O)n(C)c(=O)n2C)n1Cc1ccccc1Br	17.2%
CCc1ncn2ccn(Cc3ccccc3F)c(=O)c12	46.7%[activator]
O=C(Nc1ccc(C(=O)Nc2cccc3ncccc23)cc1)c1ccccc1	?
CCCNC(=O)Cc1c(C)nc2nc(N)nn2c1C	4.2%
Cc1nnc(CN(C)C(=O)c2cccc(S(=O)(=O)N3CCOCC3)c2)o1	-8.2%
COc1ccc(CN[C@@H]2C=C[C@@H](c3c(C)nn(-c4ccccc4)c3C)C2)cc1	?
Nc1[nH]c(C(=O)c2ccccc2)c(-c2ccc(Cl)cc2)c1C(=O)NCc1ccccc1	-16.7%
O=C(c1ccccc1)N1CCCC(n2cc(-c3nc(C4CC4)no3)nn2)C1 (configuration not stated)	5.4%
OCC1(Cc2ccccc2)CCCN(Cc2ccccc2-c2ccco2)C1 (configuration not stated)	8.8%
COc1ccc(-c2cn(C)c(=O)n3cc(CN4CCNC(=O)C4)nc23)c(C(F)(F)F)c1	-2.5%[176 µM]
CC1(C)[C@H](Cc2cc(CO)on2)C[C@@H]1NS(=O)(=O)c1ccccc1	0.5%[176 µM]
Cc1cc(OCC(=O)Nc2ccc(N3CCN(S(C)(=O)=O)CC3)cc2)ccc1Cl	-11.4%

Later entries:
SMILES	ALOX12 inh
Cc1ccc(-c2csc(Nc3ccc(S(N)(=O)=O)cc3)n2)cc1	?
COCCn1c(SCc2ccc(Cl)cc2)nnc1-c1ccncc1	?
CCCCCc1ccc(-c2ccc(CCC)cc2)nc1	10.9%
C[S+](=O)([O-])c1ccc(-c2nc(C(=O)NCCc3ccc(Cl)cc3)n3ccncc23)cc1	0.4%[6.33 µM]
O=C(c1cccc(F)c1)N1CCCN(c2cc(-c3ccc(F)cc3)[nH]n2)CC1	40.7%[activator]
Cc1ccc(C(=O)NC[C@H]2O[C@@H](CC(=O)NC3CC3)[C@H](O)[C@@H]2O)cc1	-7.1%[176 µM]
COCCN1C(=O)[C@H]2CN(Cc3cccc(Cl)c3F)C[C@H]2C1=O	10.1%
Cc1ccc2oc([C@H]3CCN(S(=O)(=O)c4ccc(F)cc4)C3)nc2c1	-5.2%[176 µM]
Cc1noc(C)c1CC(=O)Nc1nc(-c2ccc(F)cc2)c(C)s1	?
COc1nccnc1NC1CCN(C(=O)Cc2c(C)noc2C)CC1	5.2%
Cc1cccc(S(=O)(=O)N2CCCN(C)c3ccccc32)c1	?
O=C(CCNC(=O)c1cnccn1)Nc1ccccc1Cc1ccccc1	1.4%

3 compounds already listed, arranged by their value in ALOX12 inh, highest first:
Structure | ALOX12 inh
N#CC(Cc1cccnc1)C(=O)Nc1ccc(F)cc1 (configuration not stated) | 17.2%
CC1(c2nc3ccccc3[nH]2)CCCC2=Nc3ccccc3CN21 (configuration not stated) | 5.0%
CNC(=O)c1ccc(CNC(=O)Cc2cn(C)c3ccccc23)cc1 | 1.6%

The list goes on:
SMILES	ALOX12 inh
CCCS(=O)(=O)N1CCN(Cc2cc(=O)n3nc(-c4ccc(OC)cc4)sc3n2)CC1	?
CCN(CC)C(=O)Oc1ccc2c(C)c(-c3ccc(OC)cc3)c(=O)oc2c1	55.5%
COc1cccc(CC(=O)N2CCC3(CC2)CC(OCC2CC2)CCO3)c1 (configuration not stated)	68.2%[activator]
CC(C)c1noc(-c2cn(C3CCCN(C(=O)c4cccn4C)C3)nn2)n1 (configuration not stated)	-11.4%
Cc1noc(C)c1Cc1ccc(C(=O)N2CCCCCCNC(=O)[C@@H]3CCCC[C@@H]32)o1	6.2%
Cc1ccc2[nH]cc(CCNC(=O)c3cccc(Cl)c3)c2c1	?
CC(C)N1CCN(Cc2ccccc2C#Cc2ccccc2)CC1CCO (configuration not stated)	32.0%
CCC(c1nnnn1-c1ccc2c(c1)OCCO2)N1CCN(c2ccccc2)CC1 (configuration not stated)	53.8%[activator]
CC(C)(C)NC(=O)N1CCCN(S(=O)(=O)c2ccccc2)CCC(=O)NCC1	18.1%
COC(=O)CCCCCNC(=O)C(SCc1ccccc1)C(C)C (configuration not stated)	18.6%

Assay outcomes from PubChem.
